# Compound activity deposited in PubChem BioAssay by National Center for Advancing Translational Sciences (NCATS).
# ATXN2 expr inh – ATXN2 expression inhibition; HEK-293 ATXN2-luciferase reporter, luminescence, 24 h; Potency, µM (doses to about 57 µM), for the others: at the top dose activity change, negative = inhibition, actives largely listed as inhibitors; 0.72% of 360,000 active; AID 1745845; further: potency means the concentration at half of the fitted maximal effect; on the % scale 0 is the no-effect control and ±100 the full control effect; nearly all actives have a fitted effect of over 55% in size
#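 qHTS (up to 57 uM final) was run with 24 h compound exposure of reporter cells at 37 °C. Each well was multiplexed: SteadyGlo luminescence measured ATXN2-luciferase expression after a fluorogenic Gly-Phe-AFC viability readout (25 uM final).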
# SW480 rerep – inducers of DNA re-replication in SW480 colon cancer cells; SW480 DNA re-replication, Hoechst DNA content imaging, 48 h; Potency, µM (doses to about 46.1 µM), for inactives: at the highest dose re-replication activation, usual class: activators; 1.8% of 340,000 active; further: potency means the concentration at half of the fitted maximal effect; % of control where 0% means no effect; nearly all actives have a fitted effect of over 55% in size
#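 250 cells/well; 23 nL cpd via pin tool; 48 hr, 37 C, 5% CO2; Hoechst 40 min; imager read of total nuclear intensity, ex 405/em 500-530 nm.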
# HepG2 viability – kills HepG2 cells in TGF-b inhibitor counter-screen | Potency, µM (series often up to 46.1 µM), inactives show top-dose activity change, negative = cytotoxicity, hits mostly cytotoxic | HepG2 CAGA-GFP viability, ATP luminescence, 18 h | AID 588856 | 0.76% of 410,000 active; further: potency means the concentration at half of the fitted maximal effect; some results filed as inactive show a strong effect at the top dose
#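 CellTiter-Glo luminescence gave cytotoxicity after 18 hours at 37 degrees C. The cells were HepG2 CAGA-GFP in 1% FBS DMEM, stimulated with 500 pg/mL TGF-beta after compound addition. %Activity was normalised to no-cell wells (complete cell-killing) and DMSO (no toxicity), and curves were fitted and classified.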
# IL-1B inflam inh – blocks inflammasome-driven IL-1 beta release; THP-1 LPS/ATP IL-1B secretion, AlphaLISA, 16 h; stronger effect = lower value; activity change, % at 57.5 µM; 4.7% of 360,000 active; AID 743279; in the data active means activity change below about -50%; inconclusive means mostly about -30% to -49%; further: on the % scale 0 is the no-effect control and ±100 the full control effect
#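 Secreted IL-1B measured by AlphaLISA bead assay after 16 h compound exposure of THP-1 cells; compounds (final up to 57.5 uM) added 1 h before LPS (250 ng/mL) and ATP (1.25 mM) stimulation; lower signal means less secretion.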
# HT1080NT lethal – kills 2HG-producing HT-1080-NT fibrosarcoma cells; Potency, µM (titrated, usually from 46.1 µM), without a hit: at the highest dose activity, negative = less viability, most hits filed as cytotoxic; AID 686970; HT-1080-NT fibrosarcoma viability, CellTiter-Glo ATP luminescence, 48 h; 1.6% of 360,000 active;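 further: NT is the 2HG producing partner of a matched IDH1 knockdown line; potency means the concentration at half of the fitted maximal effect; 0% = DMSO-treated cells and -100% = media-only wells without cells; nearly all actives have a fitted effect of over 55% in size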
#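 HT-1080-NT; 750 cells/well; 5% FBS RPMI; 48 h compound, 37 degrees C; CellTiter-Glo luminescence; curve fitting and curve-class assignment.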
# HT1080 IDH1KD tx – kills HT-1080 cells with IDH1 knockdown; HT-1080 IDH1 knockdown viability, ATP luminescence, 48 h; Potency, µM (series often up to 46.1 µM), for inactives: at the top dose activity, negative = toxicity, usual class: cytotoxic; 2% of 360,000 active;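 further: potency means the concentration at half of the fitted maximal effect; 0% = DMSO wells and -100% = cell-free medium wells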
#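 Knockdown cells (IDH1KD HT-1080) received compounds 2 h after plating at 750 cells/well and were kept 48 h at 37 °C in 5% FBS RPMI. A CellTiter-Glo luminescence read gave % activity for curve fitting.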
# MCF10A rereplic – DNA re-replication induction in MCF 10a cells | MCF 10A DNA re-replication, Hoechst nuclear intensity, 48 h | Potency, µM (doses to about 46.1 µM), for the others: at the highest dose activity, positive = re-replication, usual class: activators | 2.9% of 350,000 active | AID 624296; further: potency means the concentration at half of the fitted maximal effect; % of control where 0% means no effect; nearly all actives have a fitted effect of over 50% in size
# S2 tox – reduces viability in counter-screen for ATXN expression inhibitors; 0.49% of 400,000 active; S2 cells (HEK-293 line with an ATXN2-luciferase reporter) viability, CellTiter-Fluor protease fluorescence, 24 h; AID 651635; Potency, µM (highest dose often 56.7 µM), actives largely listed as cytotoxic; further: potency means the concentration at half of the fitted maximal effect; nearly all actives have a fitted effect of over 40% in size
# KB-3-1 tox – kills parental KB-3-1 adenocarcinoma cells | KB-3-1 viability, CellTiter-Glo ATP luminescence, 72 h | Potency, µM (titrated, usually from 46.1 µM), for inactives: at the highest dose activity change, negative = cytotoxic, hits mostly cytotoxic | 1.4% of 400,000 active; further: potency means the concentration at half of the fitted maximal effect; on the % scale 0 is the no-effect control and ±100 the full control effect; nearly all actives have a fitted effect of over 60% in size
#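 Multi-concentration cytotoxicity screen in KB-3-1 cells grown in DMEM lacking phenol red with 10% FBS. After 72 h at 37 °C with compound, ATP-dependent luminescence was recorded.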
# * = called active by the depositor; i = inactive; ? = inconclusive; · = no result given; & = joins results of further samples; [ ] = dose if it differs, or a comment. Unless noted, the call rests on the fitted dose curve; in most records, active means well fitted curve in the direction sought with a large enough effect; inconclusive means small, poorly fitted or top-dose-only effect, or another doubt; inactive means no such curve, though single readings can be large; an effect the other way counts as inactive or inconclusive.
compound	ATXN2 expr inh	SW480 rerep	HepG2 viability	IL-1B inflam inh	HT1080NT lethal	HT1080 IDH1KD tx	MCF10A rereplic	S2 tox	KB-3-1 tox
Cc1cc(Cl)ccc1C(=O)C1CCCN(C(=O)c2cnn(C(C)C)c2)C1 (stereo unspecified)	0%	·	0%	26	-2%	-7%	·	?	1%
CC(=O)c1c(C)oc2c1cc(NS(=O)(=O)c1ccc(C(=O)O)cc1)c1ccccc12	-9%	30%	-21%	19	?	?	?	i	10%
COCCCNC(=O)/C(C#N)=C/c1cc(C)[nH]c1C	32%	?	-3%	3	-19%	-13%	20%	i	-4%
CC(=O)C(Sc1ccc2nnc(-c3ccc(C)cc3)n2n1)C(C)=O	7%	1%	1%	24	10%	-1%	4%	?	1%
COc1cc(C(=O)OCC(=O)NCc2ccc(F)cc2)cc(NC(=O)c2cccs2)c1OC	·	-3%	-3%	-8	0%	-2%	-2%	i	-5%
Cc1cc(C(=O)N2CCCC(N3CCN(c4ccccc4C)CC3)C2)n(C)n1 (stereo unspecified)	-11%	-6%	-9%	17	1%	-1%	4%	i	-1%
O=C(Cn1c(=O)c2cccn2c2ccccc21)Nc1cc(F)ccc1F	-4%	0%	7%&0%	29	-3%	-2%	-2%	i	2%
O=C(NCCCn1ccnc1)c1nc(Cn2cc([N+](=O)[O-])cn2)no1	-20%	4%	-46%	18	5%	10%	9%	i	22%
CC(C)CNS(=O)(=O)c1cc2c3c(c1)CC(=O)N3CCC2	10%	-8%	0%	6	1%	9%	-4%	i	17%
Nn1c(SCc2ccc(F)cc2)nnc1-c1ccccn1	37%	-41%[inhibitor]	-54%	-11	23%	19%	0%	i	-9%
Cc1ccc(OCCC(=O)OCC(=O)N2CCN(S(=O)(=O)c3ccc(Cl)cc3)CC2)cc1	4%	18µM*	0%	-59*	5%	-2%	4%	i	2%
COc1cc(CN(C)Cc2cccc3ccccc23)cc([N+](=O)[O-])c1O	·	-1%	-2%	-1	1%	-1%	-2%	?	0%
O=C(NNC1CC(=O)N(c2ccc(Cl)cc2)C1=O)c1ccco1 (stereo unspecified)	·	-64%[inhibitor]	12%	19	4%	6%	?	?	1%
CCCCN(CC)C(=O)Cn1ncc2c3ccccc3n(CCC)c2c1=O	-26%	0%	-23%&-29%	-21	-20%	-19%	-5%	i	0%
COc1cc(S(=O)(=O)NC2CCCCC2)ccc1F	-14%	-12%	1%	0	3%[9.24 µM]	-29%	-5%	i	-2%
CC(=O)Nc1ccccc1OCC(=O)NC(C)c1ccc(F)cc1 (stereo unspecified)	-20%	-8%	-1%	-9	4%	-19%	0%	i	-3%
COCCCN1C(=O)c2ccc(C(=O)NCc3ccccn3)cc2C1=O	13%	-30%	0%	18	1%	3%	-13%	i	19%
COc1cc(S(=O)(=O)NC2CCCC2)c(OC)cc1C	5%	-9%	23%	0	24%	8%	-6%	i	-10%
Cc1[nH]nc(SCC(=O)Nc2cccc(O)c2)c1[N+](=O)[O-]	4%	-9%	9%	9	-13%	-24%	-18%	i	-3%
COc1ccc(CC(=O)N2CCN(c3ccccn3)CC2)cc1OC	1%	13%	-43%	13	2%	-10%	-3%	i	3%
Cc1cnc(NC(=O)c2ccc(-c3ccc([N+](=O)[O-])cc3)o2)s1	·	-6%	-19%	0	6%	12%	3%	?	3%
Cc1nnc(SCC(=O)N2N=C(c3ccc(Cl)cc3)CC2c2ccco2)[nH]c1=O (stereo unspecified)	-12%	-5%	-20%	?	-6%	-20%	?	i	-13%
CCOCCn1c(SCc2ccccc2)nc2c1c(=O)[nH]c(=O)n2C	1%	-3%	-14%	20	0%	-9%	-2%	i	-7%
CCN1/C(=c2/s/c(=C3/C(=O)N(c4ccccc4)N=C3C)n(CC)c2=O)C=Cc2ccccc21	-4%	2%	7%	4	9%	16%	-7%	i	-12%
COC(=O)Cn1cc(/C=C/[N+](=O)[O-])c2ccccc21	-28%	?	-21%	-28	18µM*	23µM*	?	i	-7%
O=C(NCCc1ccccc1Cl)C1CCC(=O)N(CCCc2ccccc2)C1 (stereo unspecified)	·	-7%	-18%	3	1%	2%	-6%	i	-1%
CCn1c(=O)c2cc(C(=O)NCc3cc(OC)ccc3OC)sc2c2ccccc21	-8%	·	-28%	·	·	·	·	i	-20%
Cc1nn(CC(=O)NCC2CCCO2)c(=O)c2cc3ccccc3n12 (stereo unspecified)	·	-5%	-4%	-15	12%	0%	-3%	i	3%
O=C(NC(=S)Nc1nc(-c2ccc(Br)cc2)cs1)c1cccnc1	3%	-1%	2%	4	10%	29%	-7%	i	1%
Cc1ccccc1C(=O)c1cccn1CC(=O)N1CCCCC1	·	1%	16%	-12	5%	3%	-3%	i	-1%
CCOc1ccc(C(=O)Nc2nnc(SCC(=O)NCC3CCCO3)s2)cc1OCC (stereo unspecified)	1%	4%	13%	-15	-3%	-5%	-7%	i	5%
CCN1CCN(Cc2nc3cc(NC(=O)c4cccc([N+](=O)[O-])c4)ccc3n2CC)CC1	3%	·	6%	·	·	·	·	i	-2%
CCN1CCC(N(Cc2ccc(F)cc2)C(=O)Nc2cc(Cl)ccc2C(=O)OC)CC1	-6%	·	6%	·	·	·	·	i	0%
Clc1ccc2nc(N3CCNCC3)nc(-c3ccccc3)c2c1	?	11µM*	13µM*	-95*	-10%	20%	?	i	?
CCOc1cc(C(=O)Nc2cccc(C(C)=O)c2)ccc1OCC(=O)N1CCCCC1	-12%	-6%	-21%	25	19%	8%	4%	i	23%
COC(=O)c1c(C)[nH]c(C(=O)COC(=O)CCc2ccc(OC)c(OC)c2)c1C	·	·	-18%	19	11%	0%	·	i	-17%
Nc1c(C(=O)NCc2ccccc2)nnn1Cc1ccc(F)cc1	-3%	-1%	-1%	40	-14%	-3%	3%	i	7%
COC(CNC(=O)c1ccc(CS(=O)(=O)c2ccc(Br)cc2)o1)OC	0%	-17%	-7%	-7	13%	7%	0%	i	-5%
Cc1cc(C)c(S(=O)(=O)N(C)Cc2cnn(C)c2)c(C)c1	-13%	11%	1%	15	7%	-4%	0%	?	3%
c1ccc(Sc2ccccc2CN2CCCC2)cc1	-24%	26%	-9%	-29	-3%	-2%	-1%	?	-7%
O=C(COC(=O)COc1ccccc1)NC12CC3CC(CC(C3)C1)C2	·	-2%	-13%	-10	-7%	-7%	-4%	?	-3%
Cc1cccc(S(=O)(=O)Nc2nc3ccccc3nc2OC(C)C)c1	4%	-8%	-15%	12	5%	3%	-6%	i	-4%
CC(=O)N1CCOc2ccc(S(=O)(=O)NCc3ccc(Cl)cc3)cc21	-11%	-10%	-1%	7	-5%	-3%	0%	i	-22%
Fc1ccc(-c2nnc(-c3ccc(Cl)cc3Cl)o2)cc1	72%[activator]	-7%	-4%	-9	12%	9%	15%	i	?
O=C(CSc1nnc(-c2ccc(C(F)(F)F)cn2)o1)Nc1ccccc1Cl	30%	0%	6%	-5	3%	-1%	13%	i	3%
N#CCCn1c(SCC(=O)c2c[nH]c3ccccc23)nc2ccccc21	-12%	-7%	-6%	-13	-14%	-9%[9.24 µM]	6%	?	10%
O=C(Nc1ccccc1F)c1nc(S(=O)(=O)Cc2ccccc2F)ncc1Cl	?	·	8.9µM*	·	·	·	·	18µM*	-9%
CCS(=O)(=O)N1CCc2cc(C(=O)Nc3cc([N+](=O)[O-])ccc3C)ccc21	6%	·	-8%	·	·	·	·	i	-5%
Cc1nnc(-c2ccc(N3CCCCCC3)c([N+](=O)[O-])c2)o1	·	-20%	-34%	-14	7%	4%	19%	i	3%
Cc1cc(-c2ccc(F)cc2)n2ncc(-c3ccccc3)c2n1	169%[activator]	·	14%	53	12%	16%	·	i	0%
CCC(C)c1ccc(S(=O)(=O)N2CCN(c3ccccn3)CC2)cc1 (stereo unspecified)	-11%	-1%	-4%	4	1%	2%	?	i	-19%
CC(=O)NCC(=O)OC(C(=O)c1ccccc1)c1ccc(Cl)cc1 (stereo unspecified)	11%	3%	2%	-4	8%	5%	-3%	i	22%
O=C(c1cccc(F)c1)N1CCC(c2c[nH]c3ccccc23)(c2c[nH]c3ccccc23)CC1	-5%	·	-17%	·	·	·	·	?	3%
CS(=O)(=O)c1ccc(Cl)c(NC(=O)CCCSc2ccccc2)c1	-9%	-19%	-13%	0	-8%	-7%	3%	i	2%
Cn1c(=O)oc2cc(S(=O)(=O)Nc3ccccc3F)ccc21	-7%	-3%	-16%	9	0%	4%	-4%	i	3%
N#CCCN(C(=O)c1ccco1)c1ccccc1	-2%	-3%[9.22 µM]	6%	37	8%	10%	-21%	i	12%
COC(=O)c1ccc(/C=N/NC(=O)C(=O)NCc2ccccc2)cc1	-34%	-1%	4%	28	9%	18%	0%	i	1%
CCN1CCCC1CNC(=O)c1cc2c(-c3cccc(OC)c3)nn(C)c2s1 (stereo unspecified)	-3%	7%	-39%	-9	21µM*	?	13%	?	-16%
CCOC(=O)CN1C(=O)N(CC(=O)OCC)C(c2ccccc2)(c2ccccc2)C1=O	-2%	-23%[1.84 µM]	-5%	3	-4%	-4%	-25%	i	-9%
CC(C)c1ccc(C2CC(=O)c3cnc(NC(=O)c4ccco4)nc3C2)cc1 (stereo unspecified)	-5%	?	-17%	15	-9%	-18%	2%	?	15%

# Compounds were not picked by outcome. Share with any hit: about 8.9%.
